PMI act: phosphomannose isomerase (human) activation; 0.005% of 190,000 active; AID 1214; activation factor at 20 µM; P34949; purified human PMI, coupled resazurin fluorescence, 20 min; stronger effect = higher value; 1 = vehicle control, 0 substrate-free wells;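 active = activation factor of 2 or more at 20 µM, relative to plate controls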
G6PDH counter: L. mesenteroides G6PDH inhibition counter-screen; Purified L. mesenteroides G6PDH, diaphorase/resazurin coupled fluorescence, 45 min; AID 1020; 0.12% of 200,000 active; inhibition, % at 5 µM; in the data active = inhibition above about 50%
HMGR II inh: E. faecalis class II HMG-CoA reductase inhibition; inhibition, % at 10 µM; purified E. faecalis HMGR, NADPH absorbance 340 nm kinetic; AID 1066; 0.41% of 190,000 active;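 active = inhibition above a set limit, the median over all tested compounds plus 3 SD, cut at about 9.5% in these data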;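 note: enzyme runs in reverse so mevalonate oxidation gives rising NADPH absorbance; 0% = complete reaction with DMSO and 100% = background rate lacking mevalonate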
TNAP inh noacc: inhibitors of human TNAP without phosphate acceptor | purified TNAP, CDP-star luminescence, 30 min | inhibition, % at 20 µM | 0.26% of 200,000 active | AID 1012;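 active = tissue-nonspecific alkaline phosphatase inhibition above about 50% at 20 µM in the single-dose screen, limit read from the data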;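 note: 0% = DMSO negative control and 100% = EDTA positive control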
Target sequence (P05186 whole entry, looked up): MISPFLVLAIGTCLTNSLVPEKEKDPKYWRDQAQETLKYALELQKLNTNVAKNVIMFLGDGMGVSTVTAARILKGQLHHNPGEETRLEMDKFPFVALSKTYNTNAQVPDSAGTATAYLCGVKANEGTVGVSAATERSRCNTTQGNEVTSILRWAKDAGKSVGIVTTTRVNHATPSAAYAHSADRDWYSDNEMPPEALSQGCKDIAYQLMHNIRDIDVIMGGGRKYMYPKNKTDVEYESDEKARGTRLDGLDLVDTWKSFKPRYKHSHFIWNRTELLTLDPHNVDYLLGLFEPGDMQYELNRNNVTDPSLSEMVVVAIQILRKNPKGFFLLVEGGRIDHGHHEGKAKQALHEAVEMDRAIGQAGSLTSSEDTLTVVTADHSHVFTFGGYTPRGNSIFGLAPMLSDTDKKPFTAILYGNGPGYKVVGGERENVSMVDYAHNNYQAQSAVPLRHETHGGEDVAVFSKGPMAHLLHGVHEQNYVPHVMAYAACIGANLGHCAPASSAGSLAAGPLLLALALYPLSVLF
Diaphorase inh: diaphorase inhibition or chemical oxidation counter-screen. diaphorase resazurin-to-resorufin fluorescence, NADH, 16 min; bacterial (C. kluyveri) enzyme, not human. inhibition, % at 20 µM. 0.69% of 190,000 active;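 active = primary screen inhibition at 20 µM above a set limit, cut at about 50% in these data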;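 note: plate controls were DMSO with full reaction for no effect and wells lacking NADH for full effect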
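Benchmarks: positive control wells lacking NADH, neutral wells with DMSO only. System: bacterial diaphorase enzyme (C. kluyveri). Input: 0.14 U/mL diaphorase, enzyme working solution. Detection: resorufin fluorescence, excitation 544 nm, emission 590 nm. Times: 16-min room-temperature incubation before reading.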
TNAP act hi DEA: TNAP (human) activation, high acceptor; activation factor at 20 µM; purified TNAP, CDP-star luminescence, 1 M DEA, 30 min; stronger effect = higher value; 0 = EDTA background, 1 = DMSO-only activity; 200,000 tested, under 10 active; P05186;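 active = activation factor at least 2 at 20 µM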
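Dosing: 20 µM single point. System: human TNAP. Amount: TNAP 1/800 final. Incubation: 30 min, room temperature. Read-out: TNAP activation factor scaled between EDTA and DMSO control wells. Signal: luminescence from CDP-star hydrolysis. Medium: 1 M DEA, pH 9.8, Mg2+, Zn2+. Control set: EDTA negative control, DMSO positive control.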
TNAP inh hi DEA: blocks human TNAP under high phosphate acceptor concentration; purified TNAP, CDP-star luminescence, 1 M DEA; P05186; inhibition, % at 20 µM; AID 1135; 0.03% of 200,000 active;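 active = over 50% inhibition of tissue-nonspecific alkaline phosphatase at 20 µM in the single-dose screen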;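 note: plate controls were DMSO wells for no effect and EDTA-quenched wells as full inhibition for full effect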
PMI act hi M6P: PMI (human) activation, high substrate. P34949. coupled PMI enzyme assay, resazurin fluorescence, 20 min; stronger effect = higher value; 1 = untreated enzyme, 0 = substrate-free blank. activation factor at 20 µM. 0.34% of 190,000 active;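 active = activation factor of 2 or more at 20 µM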
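Test system: human PMI in coupled enzyme assay; Input: PMI at 15 ng/mL final; Medium: HEPES buffer, pH 7.4; Schedule: 20 min incubation at room temperature; Technique: resorufin fluorescence at Ex 544/Em 590 nm; Compound: 20 µM single dose; Probe or stimulus: Near-saturating mannose-6-phosphate, 1.0 mM.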
FLuc stim CS: affects firefly luciferase, flagging false hits in luciferase stimulation screens; activation factor at 10 µM; P08659; ATPlite luciferase biochemical, luminescence, 10 min; 0 = ATP-free wells, 1 = DMSO control; 200,000 tested, under 10 active;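 active = luciferase activation factor, scaled between plate controls, of at least 2 with compound at 10 µM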
Target sequence (P08659 whole entry, looked up): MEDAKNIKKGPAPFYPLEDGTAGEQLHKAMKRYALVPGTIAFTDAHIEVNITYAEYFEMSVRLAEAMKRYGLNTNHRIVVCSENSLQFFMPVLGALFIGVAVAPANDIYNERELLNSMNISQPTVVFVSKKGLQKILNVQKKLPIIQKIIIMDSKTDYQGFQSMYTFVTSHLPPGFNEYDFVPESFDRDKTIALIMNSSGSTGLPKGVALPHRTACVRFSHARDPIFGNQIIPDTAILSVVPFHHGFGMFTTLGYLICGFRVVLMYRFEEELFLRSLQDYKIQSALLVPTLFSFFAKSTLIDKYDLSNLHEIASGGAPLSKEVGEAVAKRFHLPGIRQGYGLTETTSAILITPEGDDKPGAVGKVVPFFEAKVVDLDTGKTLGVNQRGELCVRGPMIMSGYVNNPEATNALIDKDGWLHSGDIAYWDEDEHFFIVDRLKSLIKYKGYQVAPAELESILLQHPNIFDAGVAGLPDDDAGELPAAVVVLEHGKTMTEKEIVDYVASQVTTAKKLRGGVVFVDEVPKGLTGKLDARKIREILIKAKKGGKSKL
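Material: Luciferase/luciferin reagent mix; Doses: test compounds dosed from 2 mM stocks in 100% DMSO; Schedule: 10 min incubation after luciferase reagent addition, room temperature; Measured by: luminescence from luciferase reaction; Read-out: luminescence gain marking luciferase activators.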
Diaph act CS: activates diaphorase or chemically reduces, flagging diaphorase assay artifacts; 0.005% of 190,000 active; Diaphorase/resazurin coupled assay, resorufin fluorescence, 16 min; stronger effect = higher value; 1 = vehicle wells, 0 = NADH-free wells; activation factor at 20 µM;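 active = diaphorase activity raised at least twofold by the compound at 20 µM; inactive = activation factor below 2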
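Material: purified diaphorase enzyme from Clostridium kluyveri / Medium: HEPES pH 7.4 buffer with MgCl2 and Tween 20 / Schedule: enzyme reaction of 16 min at room temperature / Measured by: resorufin fluorescence, excitation 544 nm, emission 590 nm / Evaluation: rise in resorufin formation, marking diaphorase activation or chemical reduction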
The depositor's hits bear a star; . = no result given.

SMILES	PMI act	G6PDH counter	HMGR II inh	TNAP inh noacc	Diaphorase inh	TNAP act hi DEA	TNAP inh hi DEA	PMI act hi M6P	FLuc stim CS	Diaph act CS
CC1CCCCN1C(=O)c1cc2nc(-c3ccccc3)cc(-c3ccccc3)n2n1 (stereo not drawn)	1	5	8	4	22	1	-2	0.9	1	0.8
CS(=O)(=O)N(CC(=O)NCC1CCCO1)c1cccc(Cl)c1 (stereo not drawn)	.	6	-4	-4	.	1	0	.	1.1	.
C=CCn1c(Sc2nnc(C)s2)nc2c1c(=O)[nH]c(=O)n2C	1.1	-2	-7	-16	6	1.1	-6	1.1	1	0.9
CCOC(=O)C1C(=O)NC(N2CCCCC2)=NC1c1ccco1 (stereo not drawn)	0.9	0	-2	-7	6	1	0	1	1	0.9
CC(=O)c1sc(Nc2cccc(C)c2)nc1C	1	8	-6	-4	-2	1	-4	1	1	1
Nc1cc(=O)[nH]c(SCC(=O)Nc2cc(Cl)cc(Cl)c2)n1	1	4	1	-3	9	1.1	-8	1.1	1.1	0.9
Cc1cc(C)cc(N(CC(=O)N2CCN(c3ccccc3)CC2)S(=O)(=O)c2c(C)noc2C)c1	0.9	3	-1	-10	19	1.1	-5	0.9	1	0.8
O=C(N/N=C/c1ccc2c(c1)OCO2)c1cc(-c2ccccc2)nc2ccccc12	0.9	-2	-3	-4	0	1	-1	0.9	1	1
CNC(=O)/C(=C\C=C\c1ccccc1)NC(=O)c1ccc([N+](=O)[O-])cc1	0.8	-12	-6	-4	40	1	4	0.8	1	0.6
COc1ccc(OC)c(-n2c(C)cc(C=O)c2C)c1	0.9	11	-6	-4	6	1	2	0.8	1	0.9
Cc1cc(C)n2nc(SC(C)C(=O)Nc3ccc(Cl)cn3)nc2n1 (stereo not drawn)	0.8	4	-4	-4	66*	1	-2	0.8	1	0.3
O=C(CNC(=O)c1ccc([N+](=O)[O-])cc1)N/N=C\c1ccc(OC(=O)c2ccccc2)cc1	1	10	3	-7	-12	1.1	-5	1.1	1	1.1
COc1ccc(C2=Nn3c(nnc3-c3ccccn3)SC2)cc1	1.1	10	-1	-10	2	1	-3	1.1	1	1
COC(=O)/C(C(C)=O)=C(\C=C\N(C)C)N(C)C	1	1	-4	-20	3	1	1	1	1.1	1
CC(C)(C)c1cc(C(F)(F)F)nc(SCCCNC(=O)c2ccco2)n1	0.9	-1	3	-7	5	1	2	1	1.1	0.9
CCn1c(SCC(=O)c2ccc(O)c(O)c2)nnc1-c1ccccc1	0.7	-23	1	50*	35	0.9	6	0.7	1	0.7
COc1cc(/C=N/NC(=O)CN(CCc2ccccc2)S(=O)(=O)c2ccc(NC(C)=O)cc2)cc(OC)c1OC	0.7	-3	-7	-19	25	1	1	0.9	1	0.7
NNC(=O)COc1ncn(-c2ccccc2)n1	0.8	9	6	-5	5	1	-2	1	1	0.9
COc1cccc(/C=C/C(=O)c2cccc([N+](=O)[O-])c2)c1	1	14	-2	0	9	1	3	0.9	0.9	0.9
CC(C)(C)NC(=O)CSc1nncn1NCc1cccc2ccccc12	0.9	4	-6	-8	5	1	-1	1	1	1
O=C(CSc1nc2ccccc2c(=O)n1CCCN1CCOCC1)NC12CC3CC(CC(C3)C1)C2	1	-2	-1	-9	2	1	-5	0.9	1	1
C1=CC2CC1CC2CN1CCN(c2ccccc2)CC1 (stereo not drawn)	0.8	1	-1	-10	12	1	1	0.9	1.1	0.9
CC(C)(C)NC(=O)/C(=C/c1ccco1)c1ccccc1	1.1	5	-3	2	10	1	-3	1	1.2	0.9
O=C(Nc1ccc(Cl)cn1)c1ccccc1[N+](=O)[O-]	1.1	4	-4	-15	18	1	-2	1	1	0.8

Twelve entries from above, with bars between the fields.
SMILES | PMI act | G6PDH counter | HMGR II inh | TNAP inh noacc | Diaphorase inh | TNAP act hi DEA | TNAP inh hi DEA | PMI act hi M6P | FLuc stim CS | Diaph act CS
COc1ccc(OC)c(-n2c(C)cc(C=O)c2C)c1 | 0.9 | 11 | -6 | -4 | 6 | 1 | 2 | 0.8 | 1 | 0.9
Cc1cc(C)n2nc(SC(C)C(=O)Nc3ccc(Cl)cn3)nc2n1 (stereo not drawn) | 0.8 | 4 | -4 | -4 | 66* | 1 | -2 | 0.8 | 1 | 0.3
O=C(CNC(=O)c1ccc([N+](=O)[O-])cc1)N/N=C\c1ccc(OC(=O)c2ccccc2)cc1 | 1 | 10 | 3 | -7 | -12 | 1.1 | -5 | 1.1 | 1 | 1.1
COc1ccc(C2=Nn3c(nnc3-c3ccccn3)SC2)cc1 | 1.1 | 10 | -1 | -10 | 2 | 1 | -3 | 1.1 | 1 | 1
COC(=O)/C(C(C)=O)=C(\C=C\N(C)C)N(C)C | 1 | 1 | -4 | -20 | 3 | 1 | 1 | 1 | 1.1 | 1
CC(C)(C)c1cc(C(F)(F)F)nc(SCCCNC(=O)c2ccco2)n1 | 0.9 | -1 | 3 | -7 | 5 | 1 | 2 | 1 | 1.1 | 0.9
CCn1c(SCC(=O)c2ccc(O)c(O)c2)nnc1-c1ccccc1 | 0.7 | -23 | 1 | 50* | 35 | 0.9 | 6 | 0.7 | 1 | 0.7
COc1cc(/C=N/NC(=O)CN(CCc2ccccc2)S(=O)(=O)c2ccc(NC(C)=O)cc2)cc(OC)c1OC | 0.7 | -3 | -7 | -19 | 25 | 1 | 1 | 0.9 | 1 | 0.7
NNC(=O)COc1ncn(-c2ccccc2)n1 | 0.8 | 9 | 6 | -5 | 5 | 1 | -2 | 1 | 1 | 0.9
COc1cccc(/C=C/C(=O)c2cccc([N+](=O)[O-])c2)c1 | 1 | 14 | -2 | 0 | 9 | 1 | 3 | 0.9 | 0.9 | 0.9
CC(C)(C)NC(=O)CSc1nncn1NCc1cccc2ccccc12 | 0.9 | 4 | -6 | -8 | 5 | 1 | -1 | 1 | 1 | 1
O=C(CSc1nc2ccccc2c(=O)n1CCCN1CCOCC1)NC12CC3CC(CC(C3)C1)C2 | 1 | -2 | -1 | -9 | 2 | 1 | -5 | 0.9 | 1 | 1

Additional records follow:
SMILES	PMI act	G6PDH counter	HMGR II inh	TNAP inh noacc	Diaphorase inh	TNAP act hi DEA	TNAP inh hi DEA	PMI act hi M6P	FLuc stim CS	Diaph act CS
O=C(O)CCC(=O)NNC(=O)CCC(=O)NCc1ccccc1	1	2	-1	-3	-3	1	-2	1	1	1
COC(=O)c1cccc(NC(=O)c2ccc3c(c2)C(=O)N(CC2CCCO2)C3=O)c1 (stereo not drawn)	1.1	1	-9	-8	3	1	1	1.1	0.9	1
CC1=C(C(=O)OCc2ccccc2)C(c2ccsc2)C(C#N)=C(N)O1 (stereo not drawn)	0.8	6	-2	-2	27	1	-4	0.8	1.1	0.7
C/C(=N\NC(=O)C1(C)CC1(Br)Br)c1ccc(NC(=O)C2CCC2)cc1 (stereo not drawn)	1	-6	1	-10	2	1	-3	1.1	1	1
CCOC(=O)c1[nH]c(Cc2[nH]c(C(=O)OCC)c(C)c2CCC(=O)OC)c(CCC(=O)OC)c1C	0.9	5	-1	2	31	1	0	0.9	1	0.7
O=C(COc1ccc(F)cc1)N1CCc2ccccc2C1	1	11	-2	-9	-7	1.1	-6	1.1	1	1.1
NC(=O)CSc1nnc2ccc(-c3ccco3)nn12	0.9	0	-4	-10	10	1	-3	0.7	1	0.9
CCOC(=O)c1ccccc1NC(=O)CN(c1ccccc1OC)S(C)(=O)=O	1	-8	-3	-16	22	1	-3	1	1	0.8
CC(C)(C)n1nnnc1C(c1cccnc1)N(Cc1ccccc1)Cc1ccco1 (stereo not drawn)	0.8	6	-4	-2	23	1	-2	0.9	1	0.8
COc1ccc(NC(=S)Nc2ccccc2OC)c(OC)c1	1	3	-3	2	-11	1	-4	0.8	1	1.1
CCn1nc(NC(=O)c2cccnc2)c2cc3cccc(C)c3nc21	1	-6	2	-11	7	1.1	-6	1	1	0.9
CCOC(=O)c1c(C)n(-c2ccc(C)cc2)c2ccc(OCC(O)CNCCCO)cc12 (stereo not drawn)	1	0	0	-9	-7	1	-4	0.8	1	1.1
COC(=O)c1ccc(NC(=S)NC2CC(C)(C)NC(C)(C)C2)cc1	0.9	11	-1	-11	3	1	-3	1	1	1
CCOC(=O)/C(N)=C/c1ncc(C(F)(F)F)cc1Cl	0.8	2	-4	-2	10	1	2	0.8	1	0.9
CN(C)Cc1nc2ccccc2c(=O)n1CC#N	0.9	15	2	0	7	1	1	0.9	1	0.9
Cc1ccc(-c2nnn(CC(=O)N(CC(=O)NC3CCCC3)c3ccc(F)c(Cl)c3)n2)o1	1	7	-7	-10	4	1	-1	1	1.1	1
O=C(c1nn(-c2ccccc2)c(=O)c2ccccc12)N1CCN(c2ccccn2)CC1	1.2	9	-3	9	6	1	-2	1.1	1.1	0.9
COc1ccc(CCNC(=O)CSc2nnnn2-c2ccccc2OC)cc1OC	0.9	-7	-7	-5	-1	1	3	1	1	1
Fc1ccccc1/C=C1\CCCC2=C1Nc1ncnn1C2c1ccccc1F (stereo not drawn)	0.9	4	-5	-17	0	1	-5	1.1	1.1	1
CC(=O)NC(Cc1ccccc1)C(=O)NC1CCN(C(=O)c2ccc([N+](=O)[O-])cc2)CC1 (stereo not drawn)	1	0	-6	-14	9	1	-2	1	1	0.9
Cc1c(-c2ccccc2)[n+](=O)c2c(n1[O-])CCC2	1.1	4	-3	-9	-8	1	-2	1.1	1	1.1
CCOC(=O)c1c(NC(=S)NCCc2ccccc2)sc2c1CC(C(C)C)OC2 (stereo not drawn)	0.9	-14	2	-16	18	1	4	0.9	1	0.8
Cc1cccc(C(=O)Nc2cccc(C(=O)N/N=C/c3ccncc3)c2)c1	1.1	-10	0	0	0	1	-2	1	1	1
O=C1NC2(CCCCC2)N=C1c1ccc(Br)cc1	1	0	4	1	0	1	-2	1	1.1	1
CC(=O)Nc1ccc(S(=O)(=O)NCc2cn3c(C)csc3n2)cc1	1.2	5	4	-6	7	1	0	1.1	1	0.9
CCOc1ccc(N(C(=O)/C=C/C(=O)Nc2cc(C)on2)C(C(=O)NC2CCCC2)c2ccccc2C)cc1 (stereo not drawn)	0.8	6	-3	-6	29	1	-4	0.9	1	0.7
CCOC(=O)N1CCC(NC(=O)c2cc3c(C)nc4ccccc4c3o2)CC1	0.9	3	-7	-14	11	1.1	-8	0.9	1	0.9
O=C(COC(=O)c1cccc(F)c1)Nc1cccnc1Cl	1	6	6	-4	12	1.1	-7	0.9	1.1	0.9
C=CCNC(=S)NNC(=O)COc1ccc2cc(Br)ccc2c1	1	9	-12	-18	-4	1	0	1	1	1
CC(=O)/C(=C/c1ccc(N(C)C)cc1)C(=O)c1ccccc1	1	6	-2	-2	10	0.8	21	1	1	0.9
